hgDAF12 agonist = hgDAF-12 agonism, primary luciferase screen; AID 687014; activation, % at 6.8 µM; 370,000 tested, 1.8% active; HEK293 GAL4-hgDAF12 UAS-luciferase reporter, agonist luminescence; normalized to butyrate control;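 active = activation above a cutoff set at the mean of all screened compounds plus 3 SD, cut at about 10% in these data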;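 also: 0% = DMSO wells and 100% = sodium butyrate wells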
GAA850 FXN act = activators of GAA850 frataxin (FXN) promoter | HEK293 lucGAA850 FXN promoter luciferase reporter, 24 h; percent of 10 µM SAHA response | activation, % at 6 µM | 360,000 tested, 0.56% active | AID 540364;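 active = activation above the average of all compounds screened plus 3 SD, cutoff fixed separately per campaign, cut at about 7.5% in these data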;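 also: 0% = DMSO wells and 100% = 10 µM SAHA wells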
DAX1 inh-1 = blocks DAX1 repression of SF-1 activated StAR promoter. HEK293T StAR-luciferase reporter, SF-1/DAX-1 repression relief. AID 652010. inhibition, % at 6.8 µM. 370,000 tested, 1.1% active;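 active = inhibition above the mean over all tested compounds plus 3 SD, cut at about 3.6% in these data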;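 also: 0% = DAX-1 cells with DMSO and 100% = cells lacking DAX-1 with DMSO; higher inhibition means more luminescence from relief of DAX-1 repression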
NPR2 activator = GC-B (human) receptor activation; P20594; HEK293-GC-B cells, CNP EC30, cGMP TR-FRET; 0% at EC30 CNP, 100% saturating CNP; activation, % at 10 µM; 370,000 tested, 0.11% active;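 active = activation at 10 µM reaching about 35% in either raw or pattern-adjusted values, limit read from the data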
NPR1 activator = GC-A (human) enzyme activation; 370,000 tested, 0.14% active; HEK293 GC-A cells, cGMP TR-FRET, EC30 ANP; 0% at EC30 ANP, 100% saturating ANP; AID 1671463; activation, % at 10 µM; in the data active = activation above about 40%
sPLA2-III inh = Inhibits HGIII-sPLA2 liposome hydrolysis, primary screen; 370,000 tested, 0.56% active; AID 743126; inhibition, % at 12.2 µM; QFRET BODIPY PC-A2 liposome hydrolysis, fluorescence;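 active = inhibition above mean plus 3 SD of compounds lying within the high and low control bounds, cut at about 19% in these data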;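 also: 0% = median of test compound wells and 100% = no enzyme DMSO wells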
Target sequence (Q9NZ20 whole entry, looked up): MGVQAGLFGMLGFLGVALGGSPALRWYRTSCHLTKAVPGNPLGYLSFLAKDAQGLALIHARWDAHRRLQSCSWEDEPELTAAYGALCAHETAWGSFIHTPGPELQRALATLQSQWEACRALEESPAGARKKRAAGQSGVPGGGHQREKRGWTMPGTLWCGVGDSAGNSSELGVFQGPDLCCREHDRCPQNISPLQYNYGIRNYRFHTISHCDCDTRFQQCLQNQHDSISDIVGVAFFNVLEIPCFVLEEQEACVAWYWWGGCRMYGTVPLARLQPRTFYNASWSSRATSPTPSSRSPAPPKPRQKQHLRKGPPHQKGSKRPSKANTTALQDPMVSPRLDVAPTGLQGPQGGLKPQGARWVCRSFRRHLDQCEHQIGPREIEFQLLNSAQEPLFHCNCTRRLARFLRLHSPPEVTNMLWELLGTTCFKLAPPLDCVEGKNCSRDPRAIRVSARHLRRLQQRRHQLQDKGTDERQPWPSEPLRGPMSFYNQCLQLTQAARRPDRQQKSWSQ
ADAM10 inh = inhibitors of human ADAM10. O14672. recombinant ADAM10, EDANS/DABCYL FRET peptide cleavage, 3 h. inhibition, % at 7 µM. 370,000 tested, 0.62% active. AID 720582;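 active = inhibition above a per-campaign cutoff equal to the mean of compounds falling between control-based bounds plus 3 SD, cut at about 20% in these data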;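 also: 0% = DMSO wells while the 100% control is not disclosed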
hcDAF12 agonist = activates DAF-12 receptor from parasite H. contortus; HEK293 hcDAF-12 lit1-tk-luc reporter, luminescence; 0% DMSO, 100% Δ7-dafachronic acid; activation, % at 6.8 µM; 370,000 tested, 1.4% active; AID 652067;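 active = activation above the mean of all tested compounds plus 3 SD, cut at about 5.5% in these data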;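 also: 100% = response to 3 µM Δ7-dafachronic acid high control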
DAX1 inh-2 = inhibitors of human orphan nuclear receptor DAX1 (NR0B1). HEK293 Gal4-DAX1 luciferase reporter, luminescence. inhibition, % at 6.75 µM. 340,000 tested, 0.99% active. AID 504766;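 active = inhibition above the mean over all tested compounds plus 3 SD, cut at about 4.2% in these data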;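 also: 0% = DAX1-transfected cells with DMSO and 100% = empty-vector control cells with DMSO; inhibition shows as a rise in luminescence from relieved DAX1 repression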
Target sequence (P51843 207-470 limits assumed): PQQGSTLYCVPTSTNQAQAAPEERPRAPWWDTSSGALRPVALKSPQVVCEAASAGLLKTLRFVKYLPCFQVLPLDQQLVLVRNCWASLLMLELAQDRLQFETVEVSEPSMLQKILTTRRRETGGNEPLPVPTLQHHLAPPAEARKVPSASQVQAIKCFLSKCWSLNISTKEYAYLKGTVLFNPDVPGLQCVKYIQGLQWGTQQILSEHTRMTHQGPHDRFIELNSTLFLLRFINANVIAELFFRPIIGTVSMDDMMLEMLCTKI
ssDAF-12 act = activates DAF-12 receptor from parasite S. stercoralis | HEK293 ssDAF-12/GRIP1 lit1-tk-luc reporter, luminescence; % of 3 µM dafachronic acid response | activation, % at 6.8 µM | 370,000 tested, 1% active | AID 652126;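 active = activation above the mean over all tested compounds plus 3 SD, cut at about 0.9% in these data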;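 also: 0% = DMSO-only wells and 100% = 3 µM delta7-dafachronic acid wells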
SMARCA2 act = SMARCA2 function activation, primary screen. MG213 cells, MMTV-luciferase reporter, dexamethasone, overnight. 370,000 tested, 1% active. AID 652017. activation, % at 9.1 µM; in the data active = activation above about 7.8%;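 also: 0% = vehicle wells and 100% = reference activator wells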
An asterisk follows results filed as active; i = inactive; nt = not tested or not shown. Random draw from the library; overall some 6.6% were active at least once.

SMILES	hgDAF12 agonist	GAA850 FXN act	DAX1 inh-1	NPR2 activator	NPR1 activator	sPLA2-III inh	ADAM10 inh	hcDAF12 agonist	DAX1 inh-2	ssDAF-12 act	SMARCA2 act
CC1(C)Cc2c(cnn2-c2ccc(F)cc2)C(NC(=O)c2ccc(=O)oc2)C1 (configuration not stated)	0.9	2.4	2.2	3.5	-3.2	3.4	-6.8	-0.6	1.6	-0.8	-1.6
COc1ccc(-c2noc(CN(C)C3CCOCC3)n2)cc1	-1.7	1.5	0.1	2.9	1.9	3.7	4.8	-0.2	0.8	-0.8	4.8
Oc1ccc(Nc2nc(N3CCCC3)c3ccccc3n2)cc1	0.0	-2.8	-1.3	-18.4	-0.8	-8.8	-6.5	-1.9	-2.6	-1.5	10.0*
CSCCC(NC(=O)c1cccc(C)c1)C(=O)O (configuration not stated)	-0.1	1.9	0.3	0.2	2.2	0.8	-6.4	-2.1	1.0	-1.5	-6.3
COc1ccccc1NC(=O)c1cc2c(CO)cnc(C)c2oc1=Nc1cc(OC)c(OC)c(OC)c1	-1.0	-1.9	-0.4	8.0	-9.0	4.5	-8.0	-1.4	-0.9	-0.8	-0.2
O=C(NCC(c1ccc(F)cc1)N1CCOCC1)c1ccco1 (configuration not stated)	-0.6	0.3	1.3	5.2	-0.3	7.1	-10.3	1.3	1.0	-0.6	-0.2
Cc1nc2c3cc(F)ccc3n(CCN3CCCCC3)c2s1	6.5	-4.1	-1.3	1.5	-9.1	8.6	-5.7	-1.4	1.2	-0.8	5.8
O=S(c1ccccc1O)S(=O)c1ccccc1O (configuration not stated)	4.7	0.0	-0.4	10.3	11.4	-9.2	4.0	1.5	1.1	-1.7	-1.6
O=C(O)C1(P(=O)(c2ccccc2)c2ccccc2)CCCC1	-0.5	0.8	-0.3	-0.2	3.0	-1.7	-4.7	-1.5	3.4	-1.7	-0.7
Cc1ccc(Cl)c(OCC(=O)Nc2ccccc2N2CCCCC2)c1	1.5	1.7	1.5	-6.5	2.4	6.9	-16.1	0.0	0.2	-0.8	-0.6

Random excerpt: four compounds from above.
SMILES	hgDAF12 agonist	GAA850 FXN act	DAX1 inh-1	NPR2 activator	NPR1 activator	sPLA2-III inh	ADAM10 inh	hcDAF12 agonist	DAX1 inh-2	ssDAF-12 act	SMARCA2 act
Cc1ccc(Cl)c(OCC(=O)Nc2ccccc2N2CCCCC2)c1	1.5	1.7	1.5	-6.5	2.4	6.9	-16.1	0.0	0.2	-0.8	-0.6
COc1ccc(-c2noc(CN(C)C3CCOCC3)n2)cc1	-1.7	1.5	0.1	2.9	1.9	3.7	4.8	-0.2	0.8	-0.8	4.8
Cc1nc2c3cc(F)ccc3n(CCN3CCCCC3)c2s1	6.5	-4.1	-1.3	1.5	-9.1	8.6	-5.7	-1.4	1.2	-0.8	5.8
CSCCC(NC(=O)c1cccc(C)c1)C(=O)O (configuration not stated)	-0.1	1.9	0.3	0.2	2.2	0.8	-6.4	-2.1	1.0	-1.5	-6.3

(cont.)
SMILES	hgDAF12 agonist	GAA850 FXN act	DAX1 inh-1	NPR2 activator	NPR1 activator	sPLA2-III inh	ADAM10 inh	hcDAF12 agonist	DAX1 inh-2	ssDAF-12 act	SMARCA2 act
CCCOC(=O)c1c(NC(=O)CCCn2nc([N+](=O)[O-])cc2C)sc(C(=O)OC)c1C	0.2	0.6	0.5	-3.0	-1.5	10.8	-10.2	-1.3	1.6	-0.8	-3.2
CCOc1ccccc1CNC(=O)C1CCCN(c2nnc(C)c3c(C)n(-c4ccccc4)nc23)C1 (configuration not stated)	-1.1	-6.3	-4.7	-5.7	-2.1	0.0	-217.3	-4.3	-1.2	-1.2	2.8
C[C@@H]1CN([C@@H](C)CO)C(=O)CCCn2nncc2CO[C@H]1CN(C)C(=O)c1cc(-c2ccccc2)on1	5.1	-0.1	-0.4	6.5	5.4	0.2	-4.8	-0.6	-0.9	-1.4	0.3
CCN(CC)CC#CCC(O)(c1ccccc1)C1CCCC1 (configuration not stated)	0.1	-0.8	0.0	-9.4	-1.9	-14.0	-0.2	-1.4	-0.9	-0.8	1.8
CCn1cc(CN2CCc3c([nH]c4ccccc34)C2c2cccc(O)c2)c(C)n1 (configuration not stated)	1.4	3.4	1.2	0.7	2.3	-33.1	-52.3	4.5	1.4	-0.8	-3.8
COc1ccccc1N1CCN(C(=O)CN(CCc2ccccc2)S(C)(=O)=O)CC1	-2.1	-1.4	-1.0	0.0	1.2	-3.7	-1.2	-2.1	-2.1	-1.4	-3.3
Cc1ccc2nc(Nc3ccccc3)cc(C)c2c1	6.2	3.7	-0.3	-9.4	2.5	-1.8	-51.5	2.5	1.6	-0.3	1.9
Cc1ccc(NC(=S)Nc2ccc(C(C)C)cc2)cc1S(=O)(=O)N1CCCCCC1	-2.5	1.3	-1.7	-4.4	-1.8	-1.6	12.3	-2.8	-1.1	-2.2	-3.5
Cc1cc(C)n(-c2ccc(Cl)c(C(=O)OCC(=O)N3CCCCC3C)n2)n1 (configuration not stated)	3.9	-0.1	0.6	-0.2	0.8	6.0	10.2	-1.4	1.0	-1.3	-0.5
O=C(N/N=C1/SCC(=O)N1Cc1ccco1)c1ccccc1F	1.5	0.5	-0.4	-4.2	-1.2	-0.7	6.6	-2.3	0.3	-1.4	1.4
CCCCN1CN(Cc2ccccc2)CNC1=S	2.0	0.0	1.3	-1.3	-3.6	10.6	-6.9	2.6	-0.6	-0.3	-0.4
N#CCC(=O)N/N=C\c1ccccc1OC/C=C/c1ccccc1	7.8	0.9	4.3*	-6.2	-1.2	-16.1	8.5	1.4	2.2	-0.5	0.1
Cc1ccc(-n2ncc3c(N4CCCC(C)C4)ncnc32)c(C)c1 (configuration not stated)	10.8*	2.6	4.8*	1.5	12.0	1.3	-3.8	2.0	1.8	-0.1	2.5
COc1cccc(NC(=O)CN(C)C(=O)c2cc(C3CC3)nn2-c2ccccc2)c1	-1.5	-2.1	0.1	-0.8	-5.6	8.1	-9.9	-1.6	-0.4	-1.1	-1.9
CCCCCCn1c(-c2cccs2)n[nH]c1=S	-2.1	0.3	-0.4	-6.3	4.7	8.2	-49.1	-1.5	1.8	-0.9	-0.7
Cn1c(=O)c2cc(NC(=O)Cc3cccc4ccccc34)ccc2n1-c1ccccc1	-2.6	-6.5	-4.0	1.0	3.0	-1.4	-164.6	-2.5	nt	-1.4	0.9
COc1ccc(CC(=O)OC(C)C(=O)Nc2ccc(S(N)(=O)=O)cc2)cc1 (configuration not stated)	-1.3	0.2	0.9	-0.3	2.4	-4.6	-1.5	-2.0	4.1	-0.9	-1.0
O=C(CCS(=O)(=O)c1ccc(Cl)cc1)Oc1ccc2c(c1)OCO2	-1.2	-1.9	-0.3	-5.7	0.9	3.2	0.7	-0.1	-0.4	-0.9	0.1
C/C=C/COC(=O)C1=C(C)NC(=O)NC1c1ccc2c(c1)OCO2 (configuration not stated)	-1.0	-0.3	-0.3	2.2	-0.5	5.0	4.9	2.0	-0.1	-1.6	-4.1
Cc1ccc(NC(=O)COc2coc(CN3CCc4ccccc4C3)cc2=O)c(C)c1	-0.8	0.2	-0.7	-0.6	-2.4	-7.4	-3.2	-0.5	0.4	-1.4	-3.2
COCCC(=O)N1CCC(Oc2ccc(C(=O)N3C[C@H]4CC[C@H]3C4)cc2)CC1	-0.9	1.8	-0.7	3.6	1.4	-0.6	4.2	-0.1	0.6	-1.2	2.7
COc1cccc(-c2n[nH]nc2C2=CC(=O)C[C@H](c3ccc(F)cc3)C2)c1	-4.3	1.2	0.8	-0.7	1.8	-30.1	-33.7	-2.8	-0.2	-1.6	-2.3
Nc1c(C(=O)C2CC2)sc2nc3c(cc12)CCC3	11.1*	4.3	4.7*	3.1	3.4	0.1	-110.4	4.0	3.3	0.3	8.5*
COc1ccc(OC)c(NC(=O)COc2ccc(Br)cc2)c1	-0.6	0.0	-0.7	-6.6	-14.5	1.6	-2.5	-1.5	-0.9	-1.2	-0.3
O=C(O)C1CCN(S(=O)(=O)c2ccc3c(c2)OCCCO3)CC1	-2.6	2.0	0.2	1.6	6.5	-2.2	5.4	-1.5	-0.3	-2.0	0.2
COc1cccc(N(CC(=O)NC2CCCCC2)C(=O)c2snc(C(N)=O)c2N)c1	-2.1	1.3	0.0	1.1	-0.8	2.4	-25.8	-0.4	0.0	-1.5	0.5
CN(C)C(=S)NC(=O)C12CC3CC(C)(CC(C)(C3)C1)C2	1.1	2.0	-0.6	1.2	-1.0	-3.1	-0.9	-1.2	0.4	-1.2	-0.1
O=C(Cc1c(F)cccc1Cl)Nc1cc(S(=O)(=O)N2CCOCC2)ccc1N1CCCC1	0.2	0.6	0.1	3.2	-2.8	4.1	1.4	-0.9	0.5	-1.5	-3.2
O=C(NC1CCN(Cc2ccccc2)C1)c1cccc(S(=O)(=O)N2CCOCC2)c1 (configuration not stated)	1.9	0.2	1.0	-4.1	0.2	-1.9	-9.3	0.1	0.2	-1.4	0.7
COc1cccc(NC(=O)CN(C)C(=O)c2cn(-c3ccccc3)nc2-c2cccnc2)c1	-3.9	0.8	-2.4	-1.4	-2.8	-4.2	-8.6	-0.7	-1.0	-1.1	0.4
COCCNC(=O)c1cc2cc3ccc(OC)cc3nc2o1	2.7	-1.0	0.0	-4.0	2.1	-4.2	i	-0.8	0.3	-1.4	5.5
CC(c1ccccc1F)n1cc(C(=O)NCCCc2nc3ccccc3[nH]2)nn1 (configuration not stated)	-3.3	-0.2	-0.4	0.6	-0.3	6.3	-0.2	1.1	3.0	-1.6	-3.5
Cc1ccc(NC(=O)COC(=O)C2(c3ccc(Cl)cc3)CCCC2)cc1	-0.6	-0.6	-0.7	2.6	-1.1	-9.0	31.6*	-1.4	-2.6	-1.6	-2.4
Cc1cc(C(C)(C)C)ccc1NC(=O)CC(C)(C)CC(=O)O	4.4	2.5	0.4	3.2	-1.1	0.9	-2.0	1.2	nt	-0.9	1.2
O=C(Nc1ccc2c(c1)CCCN2C(=O)c1ccccc1)c1ccccc1Br	-6.1	-6.5	-5.7	0.8	8.9	0.6	10.7	-3.8	-1.5	-1.7	-0.2
CCOC(=O)c1cnn(CCOC(=O)Cc2cccs2)c1NC(=O)Cc1cccs1	1.9	-3.0	-0.9	-2.8	-6.9	-14.7	-2.8	-0.2	0.6	-1.8	-0.7
C[C@@H]1CN([C@H](C)CO)C(=O)c2cc(C#CC3CCCCC3)cnc2O[C@H]1CN(C)Cc1cccnc1	-2.2	1.9	-0.6	-1.9	4.0	8.6	-19.6	0.4	0.8	-1.0	-6.9
COn1c2c(c3c4no[n+]([O-])c4ccc31)CCCC2	-0.9	1.8	0.6	1.7	0.7	1.8	-3.4	-0.9	0.2	-1.0	-1.5
O=C(Nc1ccc(F)cc1F)C1CCN(c2ncnc3c2sc2cccc(F)c23)CC1	2.5	0.3	1.1	2.1	2.6	-2.0	-27.9	2.4	0.5	-0.3	0.3
CCCCC1(C)OC(=O)C(=Cc2ccc(SC)cc2)C(=O)O1 (configuration not stated)	-2.3	2.0	-0.6	-1.5	2.7	-2.3	5.7	-1.5	-0.2	-1.3	0.1
COc1ccc(C(=O)O/N=C/c2c(C(F)(F)F)nn(C)c2SCc2ccccc2Cl)cc1	0.1	0.7	1.3	-4.5	-0.8	2.9	-3.5	-1.9	-0.5	-0.5	-1.3
